Compound activity from PubChem.
IL2 activator: activators of IL-2 | IL-2 activation reporter assay, cell-based qHTS; stimulated with anti-CD3/CD4/CD28 beads; in transgenic mouse T cells | activation, % (series mostly up to about 46 µM) | 360,000 tested, 0.065% active; in the data active = activation above about 50%; inconclusive = mostly about 30% to 49%; note: 0% is about no effect
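Readout is EGFP and DsRed signal by fluorescent plate cytometry after 18 h at 37 degrees C. Transgenic mouse T cells (750/well) received compound for 60 min before bead stimulation (anti-CD3, anti-CD4, anti-CD28); memory T cells served as non-tolerant control.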
EPAC1 agonist: agonists of human EPAC1; Potency, µM (doses to about 154 µM), for inactives: top-dose activation, usual class: activators; O95398; AID 720707; 360,000 tested, 0.073% active; EPAC1 agonist qHTS, biochemical assay; response scale: 100% = response to 6.5 mM cAMP; note: potency is the fitted concentration of half-maximal effect; nearly all actives have a fitted effect of over 60% in size
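EPAC1 100 nM, Rap1B–BODIPY-GDP 250 nM, unlabeled GDP 50 uM; compound titration; 5 min RT; kinetic read ex480/em540 at 5-min intervals ×30 min; data normalized to 6.5 mM cAMP agonist control.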
CCT modulator: modulators of cytosolic chaperonin (CCT/TRiC) activity | purified chaperonin ATPase assay, HTRF ADP detection, 30 min | 360,000 tested, 0.3% active | activity change, % (test concentration not listed), hits read low; in the data active = activity change below about -30%; note: % is set by controls: 0 for no effect and ±100 for the full control effect
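TRiC (40 or 20 nM final, by batch activity) in 30 mM Tris pH 7.4, 100 mM KCl, 5 mM MgCl2, 1 mM DTT was treated with compound at 76 uM single dose, then 10 uM ATP, 30 min at 37 °C. ADP was read by HTRF Transcreener.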
EPAC1 antag: EPAC1 (human) antagonism; 360,000 tested, 0.14% active; EPAC1 GEF assay, Rap1b-BODIPY-GDP exchange fluorescence; Potency, µM (doses to about 115 µM), without a hit: at the top dose activity change, negative = inhibition, actives largely listed as inhibitors; O95398; AID 720709;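 note: potency is the fitted concentration of half-maximal effect; plate controls were vehicle for no effect and positive control for full effect; nearly all actives have a fitted effect of over 50% in size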
PLK1 PBD inh: PLK1 (human) polo-box domain binding inhibition; P53350; Plk1 PBD binding of FITC phosphopeptide, fluorescence polarization; Potency, µM, without a hit: max response, negative = inhibition, usual class: inhibitors; 360,000 tested, 2.8% active; AID 720504; note: potency is the fitted concentration of half-maximal effect; series mostly up to about 57 µM; % is set by controls: 0 for no effect and ±100 for the full control effect; nearly all actives have a fitted effect of over 65% in size
Target sequence (P53350 whole entry, looked up, the tested form may be a part): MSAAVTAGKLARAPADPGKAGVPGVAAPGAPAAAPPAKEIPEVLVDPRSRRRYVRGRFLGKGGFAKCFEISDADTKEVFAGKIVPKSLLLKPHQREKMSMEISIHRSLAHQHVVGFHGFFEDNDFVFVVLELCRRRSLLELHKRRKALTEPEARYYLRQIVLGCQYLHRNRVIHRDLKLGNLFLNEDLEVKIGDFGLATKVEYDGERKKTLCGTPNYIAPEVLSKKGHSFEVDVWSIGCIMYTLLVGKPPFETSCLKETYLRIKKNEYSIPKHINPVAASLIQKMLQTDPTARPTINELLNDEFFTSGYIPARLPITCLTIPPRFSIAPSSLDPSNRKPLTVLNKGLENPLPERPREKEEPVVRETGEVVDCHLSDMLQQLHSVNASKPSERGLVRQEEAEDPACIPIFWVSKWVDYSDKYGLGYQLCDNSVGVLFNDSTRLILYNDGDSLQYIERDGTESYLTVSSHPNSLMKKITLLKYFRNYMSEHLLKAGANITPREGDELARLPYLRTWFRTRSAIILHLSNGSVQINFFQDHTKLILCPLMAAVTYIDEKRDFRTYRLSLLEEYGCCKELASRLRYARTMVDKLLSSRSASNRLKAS
PI5P4Ka inh: blocks human PI5P4K alpha kinase activity; P48426; PI5P4Kalpha enzyme, ADP-Glo luminescence, 60 min; hits give low values; max response, %; 330,000 tested, 1.2% active; AID 652105; active = max response of -50% or lower; inconclusive = between -30% and -50%; inactive = -30% or higher; note: value at the top dose of about 77 µM; % is set by controls: 0 for no effect and ±100 for the full control effect
Target sequence (P48426 whole entry, looked up): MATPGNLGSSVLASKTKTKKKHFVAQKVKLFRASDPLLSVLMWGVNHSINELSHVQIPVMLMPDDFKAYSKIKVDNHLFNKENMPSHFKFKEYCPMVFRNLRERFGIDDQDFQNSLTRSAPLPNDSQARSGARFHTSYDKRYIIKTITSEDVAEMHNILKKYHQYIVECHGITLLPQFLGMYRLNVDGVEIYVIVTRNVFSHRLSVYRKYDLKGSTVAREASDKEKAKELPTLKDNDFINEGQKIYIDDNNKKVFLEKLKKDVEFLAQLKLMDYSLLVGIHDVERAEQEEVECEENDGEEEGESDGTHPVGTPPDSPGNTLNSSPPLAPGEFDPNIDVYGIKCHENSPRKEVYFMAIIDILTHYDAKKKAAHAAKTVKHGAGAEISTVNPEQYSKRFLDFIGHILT
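Luminescence from ADP-Glo served as readout of PI5P4Kalpha activity in a qHTS format. Reaction: enzyme, substrate, compound, ATP at 5 microM final, 60 min at RT.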
EPAC2 ag: activates human EPAC2 exchange factor; 360,000 tested, 0.079% active; AID 720711; EPAC2 activation, biochemical qHTS; response scale: 100% = 6.5 mM cAMP response; Q8WZA2; Potency, µM (titrated, usually from 154 µM), for inactives: top-dose activation, usual class: activators; note: potency is the fitted concentration of half-maximal effect; nearly all actives have a fitted effect of over 50% in size
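Each well held 100 nM EPAC2, 250 nM RAP1B-BODIPY-GDP and 50 uM GDP. Fluorescence, read at 5-min intervals to 30 min, was referenced to a 6.5 mM cAMP positive control.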
WRN inhibitor: inhibitors of human WRN helicase; 360,000 tested, 0.46% active; WRN helicase unwinding, fluorescent forked duplex, kinetic; AID 651768; Q14191; Potency, µM (titrated, usually from 114 µM), for inactives: at the top dose activity change, negative = inhibition, actives largely listed as inhibitors; note: potency is the fitted concentration of half-maximal effect; % is set by controls: 0 for no effect and ±100 for the full control effect; nearly all actives have a fitted effect of over 55% in size
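Kinetic red-fluorescence monitoring (525/598 nm) tracks WRN helicase activity after 100 nM fluorophore-quencher forked duplex and 2 mM ATP are added to 20 nM enzyme pretreated 15 min at room temperature with compound.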
* = called active by the depositor; ? = inconclusive; . = not tested or not shown; [ ] = remark or other dose. Unless noted, calls come from the whole dose curve; as a rule, active = well fitted curve in the direction sought with a large enough effect; inconclusive = small, poorly fitted or top-dose-only effect, or another doubt; inactive = no such curve, though single readings can be large; an effect the other way counts as inactive or inconclusive.

SMILES	IL2 activator	EPAC1 agonist	CCT modulator	EPAC1 antag	PLK1 PBD inh	PI5P4Ka inh	EPAC2 ag	WRN inhibitor
CC1CCc2sc3ncnc(N4CCN(CCO)CC4)c3c2C1 (stereo not drawn)	-2.1	-4.4%	-1.8	-9.4%	0.4%	5.9	-2.5%	2.0%
CC(C)(C)c1ccc(S(=O)(=O)/N=C2\C=C(NS(=O)(=O)c3ccccc3)C(=O)c3ccccc32)cc1	-1.7	-13.2%	0.3	?	13.4µM*	?	-6.3%	?
CNCc1ccccc1OCc1ccc(F)cc1	-1.1	11.5%	-1.7	1.8%	-11.2%	6.3	1.4%	-27.7%[57.1 µM]
COc1ccc(CNC(=O)CNC(=O)CNS(=O)(=O)c2ccc(C)c(C)c2)cc1	-0.5	-2.6%	1.0	-1.7%	-8.6%	-3.2	7.2%	7.3%
CN1CC[C@@H]2C(=O)N3CCc4ccc(-c5ccc6c(c5)OCO6)cc4[C@@H]3C[C@@H]21	0.0	3.8%	-1.7	-6.7%	-5.2%	2.5	-3.6%	-2.5%
CCC(C(=O)Nc1ncccn1)(C(F)(F)F)C(F)(F)F	-0.1	-5.5%	3.9	-10.1%	-8.9%	-5.8	19.7%	-0.4%
COc1ccccc1CNC(=O)COC(=O)c1cc(C)oc1C	-0.4	1.7%	-0.1	-17.3%	-2.5%	1.9	4.9%	-5.1%
CCN(CC)c1ccc(N2C(=O)/C(=C\c3cccnc3)SC2=S)cc1	-1.3	7.5%	-0.7	13.5%	-11.3%	.	5.9%	-6.3%
CCN(Cc1ccccc1)C(=O)C1CCN(c2ncnc3c2nc2n3CCCCC2)CC1	-2.8	-0.3%	-2.5	11.5%	-20.4%	-6.9	6.4%	-0.3%
CCc1noc(C)c1C(=O)N1CCN(c2cccc(C)c2C)CC1	-0.4	6.6%	-0.4	0.9%	-2.5%	4.3	0.6%	-10.8%
N#Cc1ccccc1S(=O)(=O)N1CCC(C(=O)NCc2ccccc2CN2CCCC2)CC1	0.5	4.5%	2.0	-13.9%	2.8%	2.5	0.1%	-6.0%
Cc1cccc(NC(=O)c2cc3n(n2)C(C(F)(F)F)CC(C2CC2)N3)c1C (stereo not drawn)	0.1	1.7%	0.6	-8.2%	0.3%	5.5	-2.7%	2.7%
O=C(NCCc1cccc(F)c1)C1CC(O)CN1C(=O)Nc1ccccc1 (stereo not drawn)	-2.1	2.8%	1.0	7.7%	-1.5%	0.7	6.3%	4.8%
FC(F)(F)c1ccccc1NC(=S)NC1CCN(Cc2ccccc2)CC1	-1.4	-6.6%	-6.1	-9.4%	-0.1%	-0.5	-1.9%	4.1%
Cc1[nH]c(-c2ccc(F)cc2)cc1C(=O)N1CCN(c2cccc(Cl)c2)CC1	-0.5	9.6%	2.7	-19.2%	-11.6%	-3.1	-2.4%	-5.8%
CN(Cc1ccccc1)C(=O)COC(=O)c1ccc(Br)o1	-1.0	-2.2%	0.8	-5.6%	9.6%	-4.9	0.8%	-11.5%
CCCCCCOC(=O)c1ccc(OC(=O)c2cccnc2)cc1	0.0	13.1%	-2.3	-15.9%	-1.0%	.	-4.5%	2.0%
CC(C)CN(C(=O)C1=COCCO1)c1c(N)n(Cc2ccccc2)c(=O)[nH]c1=O	-0.4	13.0%	-0.5	-6.5%	-15.4%	1.9	4.6%	3.5%
CCc1ccc(CCC(=O)Nc2ccc(C)c(C)c2)o1	0.0	7.3%	-2.9	-7.5%	-1.3%	.	16.8%	-19.2%
CC1C(=O)N2CCCc3cc(NS(=O)(=O)c4ccc([N+](=O)[O-])cc4)cc1c32 (stereo not drawn)	-0.7	-4.4%	-4.0	0.7%	-14.3%	0.3	9.0%	18.4%
Cc1cc(NC(=O)c2c(-c3c(F)cccc3Cl)noc2C)no1	0.2	5.1%	-0.1	2.5%	-7.6%	2.7	10.0%	-8.1%
CCOC(=O)c1c(C)c(C(=O)Nc2ccc(F)cc2)c(C)n1C	-1.6	-4.1%	-2.9	-5.9%	-10.3%	6.1	0.2%	-4.3%
COc1cc(/C=N/NC(=S)NCc2ccccc2)ccc1OCC#N	-0.2	7.3%	-0.5	14.7%	-14.8%	-6.0	19.7%	4.3%
CC(=O)C1[C@H](N(C)C)CC2C3CC=C4CC(O)CC[C@]4(C)C3CC[C@@]21C (stereo partly drawn)	0.2	0.0%	-1.1	-7.7%	-1.2%	5.0	1.5%	5.6%
O=C(c1ccc(Cl)cc1)N1CCN(c2cc(=O)[nH]nc2-c2ccccc2)CC1	-1.9	4.6%	-0.5	-1.4%	-2.4%	.	9.5%	4.9%

Arranged by value in EPAC2 ag (highest first): three from the list above
Compound	EPAC2 ag
CC1C(=O)N2CCCc3cc(NS(=O)(=O)c4ccc([N+](=O)[O-])cc4)cc1c32 (stereo not drawn)	9.0%
COc1ccccc1CNC(=O)COC(=O)c1cc(C)oc1C	4.9%
CN(Cc1ccccc1)C(=O)COC(=O)c1ccc(Br)o1	0.8%

(more compounds)
SMILES	IL2 activator	EPAC1 agonist	CCT modulator	EPAC1 antag	PLK1 PBD inh	PI5P4Ka inh	EPAC2 ag	WRN inhibitor
CN(Cc1ccccc1)c1ccc(C(CC(N)=O)NC(=O)c2ccc(Br)cc2)cc1[N+](=O)[O-] (stereo not drawn)	-3.6	8.7%	0.9	?	6.4%	-4.6	11.3%	-8.3%
C/C=C/CSc1nc2c(c(=O)[nH]c(=O)n2C)n1CCC	-0.4	8.7%	-3.3	-18.5%	-17.5%	-8.4	-2.4%	-26.8%
NC(=O)C1CCCCc2c1[nH]c1ccc(Cl)cc21 (stereo not drawn)	-2.8	4.5%	-2.4	0.5%	-9.0%	26.3	12.6%	-2.9%
CC(=O)NC(Cc1cccc(C)c1)C(=O)NC1CCN(C(=O)NCc2ccccc2)CC1 (stereo not drawn)	6.8	-3.3%	-2.6	3.4%	4.6%	3.0	-2.5%	2.6%
O=C1CC[C@H](OCc2ccccc2)CCN1[C@H](CSc1ccccc1)Cc1ccccc1	0.0	-7.2%	1.8	-3.5%	-28.0%	3.4	8.2%	-2.8%
COc1ccc(C2=NS(=O)(=O)N(C)C(C(=O)NCc3ccc4c(c3)OCO4)=C2)cc1OC	-2.0	-5.4%	-0.6	?	6.6%	11.8	-1.9%	-5.8%
Cc1cccc(NC(=O)CCCN2C(=O)c3ccccc3C2=O)n1	-1.8	5.3%	-2.9	-8.0%	-14.4%	2.7	1.2%	3.8%
N#C/C=C1\Sc2ccccc2C(=O)N1CC(=O)N1CCN(S(=O)(=O)c2ccccc2)CC1	-0.3	-3.5%	-2.7	-3.3%	4.3%	.	-4.9%	0.2%
N#Cc1ccc(C#Cc2ccc3oc4ccccc4c(=O)c3c2)cc1	0.7	-4.7%	-2.0	3.5%	-2.1%	-0.4	4.5%	-6.1%
CCOC(=O)CCc1cccc2c1CCC2=O	-0.5	-15.7%	0.3	7.2%	-6.3%	-3.3	-26.4%[15.6 µM]	7.3%
CC(NC(=O)CSc1ncccn1)c1ccc2c(c1)OCO2 (stereo not drawn)	-1.0	-1.5%	-3.6	-12.5%	-10.3%	0.6	4.7%	-6.5%
COc1ccc(OC)c(NC(=O)c2cc(-c3ccc(F)cc3OC(C)C)n[nH]2)c1	-0.4	-4.6%	0.5	-4.7%	0.9%	-1.1	15.6%	-2.2%
Cc1ccc(C2C(C#N)=C(N)N(c3cccnc3)C3=C2C(=O)CCC3)s1 (stereo not drawn)	-2.6	-5.9%	-0.9	-7.0%	?	-0.8	5.7%	-6.8%[11.6 µM]
CCn1c(SCc2cccc(F)c2)nnc1-c1cccnc1	4.1	-10.0%	-0.5	-7.4%	-2.7%	1.9	2.1%	-3.4%
CC(C)CCNC(=O)NC(=O)COc1ncnc2sccc12	0.1	-11.5%	1.5	-2.1%	1.6%	.	1.0%	-4.6%
O=C(CCS(=O)(=O)c1cccc2nsnc12)N1CCN(Cc2ccc3c(c2)OCO3)CC1	-2.4	-1.6%	1.9	0.0%	-6.6%	-3.3	-4.9%	6.6%
COc1ccccc1C(=O)N1CCN(C(=O)c2ccncc2)CC1	-2.0	2.9%	-1.1	20.9%	-28.4%	2.4	4.9%	5.7%
Cc1nc(NC(=O)c2cc(-n3cnnc3)ccc2Cl)ccc1Br	0.2	1.6%	-1.2	3.2%	1.3%	.	-1.1%	6.7%
CCC(=O)N1CCc2cc(S(=O)(=O)CCC(=O)N3CCN(c4ccc(Cl)cc4)CC3)ccc21	-1.8	0.7%	-1.7	-21.0%	-18.2%	0.5	7.3%	3.2%
CCOC(=O)C1=CCN(S(=O)(=O)c2ccccc2)C1c1ccccc1 (stereo not drawn)	-0.4	-5.4%	0.3	7.1%	3.4%	3.1	3.7%	4.7%
O=C(Cc1ccc(Cl)cc1)c1c[nH]c(C(=O)NCc2cccnc2)c1	1.7	-4.1%	0.4	-18.3%	2.7%	7.0	-6.6%	-1.7%
O=C1CCCc2ccc3ccccc3c21	0.4	-10.7%	3.0	3.8%	3.0%	0.3	0.4%	6.2%
COc1cccc(OCC(O)CN2CC(C)CC(C)C2)c1 (stereo not drawn)	-1.8	6.1%	0.3	17.0%	-14.8%	-6.8	8.0%	-21.1%[57.1 µM]
CCOC(=O)c1ccc(-c2cc(C)no2)[nH]1	-1.5	10.4%	-4.5	1.7%	2.6%	-2.3	-3.4%	-5.4%
CCN(CC)S(=O)(=O)c1ccc(C)c(NC(=O)COC(=O)c2ccc(C)c(S(=O)(=O)N3CCOCC3)c2)c1	-0.1	0.8%	1.6	-4.1%	-1.3%	1.0	4.9%	3.0%
O=C(C1CCCO1)N1CCN(C(c2ccccc2)c2ccccc2)CC1 (stereo not drawn)	-1.5	-7.7%	0.7	15.4%	-2.0%	.	6.5%	-9.1%
COc1ccc(NC(=O)c2cc(-c3ccccc3O)n[nH]2)cc1Cl	-0.1	7.6%	-1.1	-11.4%	-16.0%	-12.0	1.3%	6.0%
NC(=O)CSc1nnc(-c2ccccc2Br)n1-c1cccc(C(F)(F)F)c1	-3.8	-6.1%	-0.2	-24.8%	-25.5%	-6.8	1.6%	-6.2%

An excerpt from above in order of molecular weight, ascending.
SMILES	IL2 activator	EPAC1 agonist	CCT modulator	EPAC1 antag	PLK1 PBD inh	PI5P4Ka inh	EPAC2 ag	WRN inhibitor
CCC(C(=O)Nc1ncccn1)(C(F)(F)F)C(F)(F)F	-0.1	-5.5%	3.9	-10.1%	-8.9%	-5.8	19.7%	-0.4%
Cc1cc(NC(=O)c2c(-c3c(F)cccc3Cl)noc2C)no1	0.2	5.1%	-0.1	2.5%	-7.6%	2.7	10.0%	-8.1%
FC(F)(F)c1ccccc1NC(=S)NC1CCN(Cc2ccccc2)CC1	-1.4	-6.6%	-6.1	-9.4%	-0.1%	-0.5	-1.9%	4.1%

These rows are one share of the data; count on the stated rates, not on these rows.
